Compound activity as filed in PubChem BioAssay.
ZTA DNA inh – ZTA (EBV) inhibition in EBNA-1 counter-screen | P03206 | ZTA-DNA binding, fluorescence polarization | inhibition, % at 11 µM | actives 0.15% (n = 320,000); in the data active = inhibition above about 33%
Target sequence (P03206 whole entry, looked up): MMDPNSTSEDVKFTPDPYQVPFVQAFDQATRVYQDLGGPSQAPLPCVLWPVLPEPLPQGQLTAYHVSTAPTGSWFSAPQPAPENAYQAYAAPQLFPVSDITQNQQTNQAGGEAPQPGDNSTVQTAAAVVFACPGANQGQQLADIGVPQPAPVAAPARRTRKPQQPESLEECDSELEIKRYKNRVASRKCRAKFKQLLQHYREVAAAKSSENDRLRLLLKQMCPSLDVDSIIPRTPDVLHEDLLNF
CTSL1 counter – cathepsin L1 inhibition, PFM18AAP counter-screen; recombinant F. hepatica cathepsin L1, Z-Leu-Arg-MCA fluorescence; inhibition, % at 5.96 µM; actives 0.49% (n = 300,000);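 active = inhibition above the mean of all tested compounds plus 3 SD, set per screening campaign, cut at about 17% in these data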;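 note: 0% = plate median of test compound wells and 100% = 1 µM Z-Phe-Ala-diazomethylketone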
Efflux pump inh – blocks antifungal efflux pumps in multiplex yeast assay | S. cerevisiae Candida pump triplex, Nile Red efflux | inhibition, % at 10 µM | actives 0.44% (n = 330,000) | AID 485275;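 active = plate passing quality check with inhibition over a set limit, or well fluorescence over plate mean plus 4 SD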;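 note: Nile Red retained in pooled yeast measured as flow cytometry median fluorescence; 0% = buffer negative control and 100% = Enniatin B positive control; higher means more Nile Red kept so more efflux inhibition; some compounds called inactive have numbers as strong as hits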
PP1 inh – blocks human PP1-alpha phosphatase, a PP5 counter-screen; purified PP1alpha, OMFP fluorescence; inhibition, % at 6.7 µM; P62136; actives 0.9% (n = 320,000);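 active = inhibition above the mean inhibition of all tested compounds plus 3 SD, computed separately for each screening campaign, cut at about 15% in these data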
Target sequence (P62136 whole entry, looked up): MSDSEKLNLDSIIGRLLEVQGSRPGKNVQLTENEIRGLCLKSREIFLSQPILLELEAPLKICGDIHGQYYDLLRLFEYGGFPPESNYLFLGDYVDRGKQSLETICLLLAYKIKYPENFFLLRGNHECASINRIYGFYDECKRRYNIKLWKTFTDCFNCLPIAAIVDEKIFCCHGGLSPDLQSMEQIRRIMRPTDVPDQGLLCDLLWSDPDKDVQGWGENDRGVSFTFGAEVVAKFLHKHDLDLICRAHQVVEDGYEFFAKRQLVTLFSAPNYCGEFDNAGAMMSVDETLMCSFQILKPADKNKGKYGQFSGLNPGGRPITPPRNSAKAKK
core dimer inh – blocks dimerization of HCV core protein; actives 0.33% (n = 300,000); AID 1899; TR-FRET GST/Flag-core106 dimerization, 1536-well; inhibition, % at 5 µM;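 active = inhibition above the mean of all tested compounds plus 3 SD, set per screening campaign, cut at about 45% in these data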
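Material: Tagged HCV core106 pair (GST and Flag) | Amount: GST-core106 13.5 nM, Flag-core106 17 nM | Medium: KF-containing HEPES buffer, pH 7.45, DTT, CHAPS, BSA | Reagent: Eu donor and XL665 acceptor anti-tag antibodies | Schedule: 4 h at 22.5 °C | Technique: Time-resolved FRET, ex 340 nm, em 617 and 671 nm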
PREPL inhibitor – inhibits the human prolyl oligopeptidase-like enzyme. inhibition, % at 5.96 µM. AID 2751. actives 0.68% (n = 320,000). Q4J6C6. recombinant PREPL, fluorescence polarization activity-based probe; in the data active = inhibition above about 43%;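 note: 0% = enzyme with DMSO and 100% = wells lacking enzyme; many of its hits are not listed in these tables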
TPT1 inh – inhibitors of Candida albicans tRNA 2'-phosphotransferase TPT1; recombinant caTPT1, FP RNA substrate dephosphorylation; inhibition, % at 5 µM; actives 0.81% (n = 300,000);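 active = inhibition above the mean of all tested compounds plus 3 SD, set per screening campaign, cut at about 24% in these data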;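 note: plate controls were DMSO alone for no effect and ferristatin control at 100 nM for full effect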
PP5 primary – PP5 (human) phosphatase inhibition; P53041; purified PP5c, OMFP substrate fluorescence; inhibition, % at 6.7 µM; actives 0.18% (n = 320,000); AID 1987;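 active = inhibition above the campaign's mean inhibition across all tested compounds plus 3 SD, cut at about 9.5% in these data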;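 note: 0% = DMSO only and 100% = 100 µM cantharidin control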
EBNA-1 inhibitor – blocks EBNA-1 binding to DNA; EBNA-1 DNA binding, fluorescence polarization; inhibition, % at 14.8 µM; actives 0.34% (n = 300,000); AID 1950; in the data active = inhibition above about 28%
The depositor's hits bear a star; · = not tested or not shown. This is a subset; rates above refer to the full screens.

compound	ZTA DNA inh	CTSL1 counter	Efflux pump inh	PP1 inh	core dimer inh	PREPL inhibitor	TPT1 inh	PP5 primary	EBNA-1 inhibitor
Cc1ccc(NC(=O)/C(=C/c2cccc([N+](=O)[O-])c2)NC(=O)C2CCCCC2)c(C)c1	-1	3	0.0	1	-1	-7	-2	1.1	-7
CCc1ccc(OC)c(S(=O)(=O)NCc2cccs2)c1	-3	·	0.0	1	·	-3	·	1.7	·
Fc1ccc(N2CCN(c3ncnc4nc[nH]c34)CC2)cc1	-12	-2	-0.1	-1	-6	-6	-2	0.8	-9
CCOc1cc(N2CCOCC2)c(OCC)cc1NC(=O)c1ccc(-n2ccnc2)c([N+](=O)[O-])c1	-8	-3	0.1	-1	-10	11	0	2.9	0
O=C(CN1C(=O)NC2(CCCCCCC2)C1=O)N1CCN(C(=O)c2ccco2)CC1	4	0	-0.1	-2	-1	-1	0	-0.7	3
O=C(NC1CCCC1)C1CCCN1C(=O)Oc1ccccc1 (stereo not drawn)	1	0	-0.1	3	-2	6	-2	-0.9	-1
CC(=O)/C(=N\Nc1cccc(Cl)c1)Sc1nnc(-c2ccccc2)n1-c1ccccc1	9	0	0.1	2	20	-72	1	-1.0	33*
O=C(/C=C/c1ccco1)Nc1nc(-c2ccccn2)cs1	0	0	0.5	32*	17	7	6	2.2	-5
NC(=O)CSc1nnc(-c2ccoc2)o1	-4	-2	-0.1	2	-4	-3	-2	0.5	3
COc1ccc(C2C(C(C)=O)=C(O)C(=O)N2CCc2c[nH]c3ccccc23)cc1 (stereo not drawn)	-8	2	0.3	18*	8	6	1	1.6	6
CCc1ccc(N2CC(C(=O)Nc3ccc(S(=O)(=O)N4CCCCC4)cc3)CC2=O)cc1 (stereo not drawn)	-12	2	-0.1	3	6	-8	2	3.0	-9
CN(Cc1ccccc1)C(=O)CCCn1c(=O)[nH]c2cc(Cl)ccc2c1=O	8	0	0.0	3	0	-9	0	0.7	-5
COc1cc2[nH]c(=O)n(CCCCCC(=O)N3CCN(c4ccccn4)CC3)c(=O)c2cc1OC	-2	0	0.1	8	4	-4	2	-0.7	7
OC(CNc1ccccc1)COc1ccc(OCC(O)CNc2ccccc2)cc1 (stereo not drawn)	-3	0	0.4	2	-6	36	-2	1.4	10
Cc1ccc(O)c(C(=O)c2cnn(C(=O)COc3ccccc3C#N)c2)c1	-15	-3	-0.2	-4	2	5	-1	2.2	0
COc1ccc(C(=O)NCc2ccc(Cl)c(Cl)c2)cc1OC	-12	0	11*	2	-3	-5	1	2.3	-2
Cc1cnc(NC(=O)c2ccc3c(c2)OCCO3)s1	-2	·	-0.1	-2	·	1	·	2.0	·
O=C(Nc1cccc(NC(=O)c2cccc(F)c2)c1)c1ccccc1	-4	-2	0.3	-1	-2	11	-1	1.0	-2
COc1ccc(C(=NN)c2ccc(OC)cc2)cc1	-7	5	0.3	-3	3	-1	-2	1.1	4
CCOC(=O)c1cc(C)n(Cc2ccc(OCC)c(OC)c2)c1C	-15	0	0.2	-3	-1	6	-2	3.9	-2
CC(=O)C1=C(O)C(=O)N(c2nccs2)C1c1ccc(F)cc1 (stereo not drawn)	-5	3	0.4	3	-7	5	2	2.9	-2
c1ccc(-c2nccc(-c3ccc(-n4cnc5ccccc54)cc3)n2)nc1	-3	1	0.1	45*	7	5	-1	5.1	2
Cc1ccc(CSCC(=O)N(C)CC(=O)Nc2ccc(Br)cc2C)cc1	-2	0	0.0	2	-6	9	-2	0.6	1
CCN(CC)C(=O)CSc1nc2c(sc(=S)n2CC)c(=O)n1-c1ccccc1	-7	2	0.1	2	3	1	0	1.5	-14
CN(Cc1cnn(C)c1)C(=O)c1cc2ccccc2oc1=O	13	1	0.0	-1	1	0	5	2.7	-4

The results go on:
Value order: ZTA DNA inh, CTSL1 counter, Efflux pump inh, PP1 inh, core dimer inh, PREPL inhibitor, TPT1 inh, PP5 primary, EBNA-1 inhibitor
- O=C(Nc1nc2ccccc2n1CCOc1ccccc1)c1ccco1
 : 5, 3, -0.1, -2, 7, -31, -2, 3.4, 1
- COCON1C(=O)CN(C(C)=O)C1c1ccc(Cl)cc1Cl (stereo not drawn)
 : 0, 0, 0.0, 0, -5, -10, 0, -0.2, 7
- Cc1n[nH]c(C)c1S(=O)(=O)N(CC(=O)N1CCc2ccccc21)c1ccc(C(C)C)cc1
 : 5, 1, -0.2, 10, 3, -2, -2, -1.4, 16
- COc1ccc(NS(=O)(=O)c2ccc(C)c(C(=O)N(C)CCc3ccc(OC)c(OC)c3)c2)cc1
 : 16, 5, 0.0, -2, -4, 2, -3, 0.0, -4
- CCOC(=O)NC(=O)/C(C=Nc1ccc(Cl)cc1)=C(\C)O
 : -1, 0, 0.0, -1, -3, -7, 5, 3.0, -11
- CN(C)N1C(N)=C(C#N)C(c2cccs2)C2=C1CC(C)(C)CC2=O (stereo not drawn)
 : 4, 1, -0.2, 2, -3, -6, 1, 0.1, -1
- CCn1c(CN2CCN(CCO)CC2)nc2ccccc21
 : -4, -9, 0.3, 2, 2, -3, -2, 2.8, 2
- COc1ccccc1NC(=O)C1CC(C)OC1=O (stereo not drawn)
 : -14, 1, 0.1, -8, 1, -10, 3, 2.2, -1
- O=C(Nc1ccccc1)OCC(CN1CCCCC1)OC(=O)Nc1ccccc1 (stereo not drawn)
 : -8, -2, 0.0, 1, -6, -11, 1, 2.1, -12
- CCOc1ccc(-n2c(Cc3cc(=O)[nH]c(=O)[nH]3)nnc2SCC(=O)Nc2nnc(C)s2)cc1
 : -3, -4, -0.1, -3, 2, 1, -2, 0.1, -3
- COc1cc(NC(=O)CSCC(=O)Nc2cccc(C(F)(F)F)c2)c(Cl)cc1Cl
 : -10, -5, -0.1, 3, 6, 14, 0, 9.5, -1
- CCCn1c(-c2ccccc2)nc2c(=O)n(C)c(=O)[nH]c21
 : -4, -3, 0.0, 0, -3, 12, 2, -1.4, -1
- O=C(NCC(=O)N1CCN(C(c2ccccc2)c2ccccc2)CC1)c1ccc(Br)o1
 : 2, -2, -0.1, -1, -2, 0, 4, 1.0, -1
- Cc1ccccc1CN1CCC(n2nccc2NC(=O)c2ccc3c(c2)OCO3)CC1
 : 1, -6, 0.0, -2, -4, 6, 0, 4.1, 0
- COc1ccc(C(=O)Cc2ccc(OC)c(OC)c2)c(OC)c1
 : 1, -6, 0.1, -1, -1, 5, 1, 3.7, -9
- Cn1c(SCC(=O)NCc2ccccc2)nnc1C1CC1
 : -1, -4, 0.0, 1, -12, -3, -3, 0.7, -1
- CCOC(=O)c1c(S(=O)(=O)NCCc2ccc(OC)c(OC)c2)c(C)n(C)c1C
 : 14, -8, 0.1, -2, 8, 5, -5, 3.7, 1
- CC1CC2C3CCC4=CC(=O)C=CC4(C)C3(F)C(O)CC2(C)C1(O)C(=O)CO (stereo not drawn)
 : -7, -3, -0.1, -9, 1, 18, 1, 1.9, -6
- CC(C)(C)C1CCC2(CC1)NC(CO)(CO)CO2 (stereo not drawn)
 : 3, -2, 0.1, -2, -4, -4, 0, 3.6, -8
- O=C(COC(=O)c1cccs1)Nc1ccc(S(=O)(=O)N2CCOCC2)cc1
 : -4, -3, -0.1, -1, -1, 12, -5, 1.5, -1
- CC(=O)c1c(C)[nH]c(C(=O)CSc2nnc(-c3ccco3)n2Cc2ccccc2)c1C
 : 16, 3, 0.1, 2, 5, -2, -2, 0.8, 5
- COC(=O)c1c(NC(=O)C2Cc3ccccc3C(=O)O2)sc2c1CCCC2 (stereo not drawn)
 : 8, 1, -0.1, -5, 9, 2, 0, 5.7, 7
- N#C/C(=C\c1ccc(N2CCOCC2)o1)C(=O)NCC1CCCO1 (stereo not drawn)
 : 0, 9, -0.1, 1, -29, 3, 161*, 3.2, 1
- CN1CCN(C(=S)c2cn(Cc3ccccc3)c3ccccc23)CC1
 : -13, 7, -0.1, -1, -2, 38, -2, -4.3, 3
- Cc1cc([N+](=O)[O-])nn1CC(=O)N(C)Cc1ccccc1
 : -12, 2, 0.0, 0, -14, -4, 2, 2.5, -2
- Cc1nc2ccccc2nc1OCC(=O)Nc1ccc(F)cc1
 : -13, 4, 0.0, 0, -3, 2, -2, -2.0, -2
- Cc1cccc(C)c1NC(=O)CCCN1CC(C)OC(C)C1 (stereo not drawn)
 : -3, 1, 0.0, -6, 6, -4, 1, 2.7, -9
- CC(C)N(C)S(=O)(=O)c1ccc(NC(=O)CSC(=S)N2CCCC2)cc1
 : 3, -1, 0.1, -4, 6, 2, -2, -0.6, 6
- CN(C)S(=O)(=O)c1cccc(NC(=O)c2cc3ccccc3o2)c1
 : -3, 11, 0.1, -7, 7, 9, -4, 1.6, -5
- COc1cc2cc(CN(CCCN3CCOCC3)C(=O)Nc3ccc(F)cc3)c(=O)[nH]c2cc1OC
 : -4, 1, -0.3, -2, -3, 8, -2, 0.4, 7
- N=c1c2c(-c3ccccc3)c(-c3ccccc3)n(Cc3ccccc3)c2ncn1CCCO
 : 8, 1, -0.1, 8, -5, 30, -1, -1.0, 9

3 entries out of the list, sorted by SMILES length, falling.
Value order: ZTA DNA inh, CTSL1 counter, Efflux pump inh, PP1 inh, core dimer inh, PREPL inhibitor, TPT1 inh, PP5 primary, EBNA-1 inhibitor
- O=C(NCC(=O)N1CCN(C(c2ccccc2)c2ccccc2)CC1)c1ccc(Br)o1
 : 2, -2, -0.1, -1, -2, 0, 4, 1.0, -1
- CN(C)S(=O)(=O)c1cccc(NC(=O)c2cc3ccccc3o2)c1
 : -3, 11, 0.1, -7, 7, 9, -4, 1.6, -5
- COCON1C(=O)CN(C(C)=O)C1c1ccc(Cl)cc1Cl (stereo not drawn)
 : 0, 0, 0.0, 0, -5, -10, 0, -0.2, 7
